# High-throughput results as filed in PubChem.
# Gal4-VP16 FLuc: VP16 counterscreen qHTS for inhibitors of ROR gamma transcriptional activity. Drosophila S2 Gal4-VP16 UAS-luciferase, luminescence, 20 h. Potency, µM (titrated, usually from 53.6 µM), for the others: at the highest dose activity, negative = inhibition, most hits filed as inhibitors. 3.5% of 310,000 active. AID 2546, 2010;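 further: Gal4-VP16 expression switched on by copper sulfate through the metallothionein promoter; potency means the concentration at half of the fitted maximal effect; on the % scale 0 is the no-effect control and ±100 the full control effect; nearly all actives have a fitted effect of over 50% in size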
# Giardia killer: Small Molecules that selectively kill Giardia lamblia: qHTS. Giardia lamblia trophozoite viability. activity change, % at 7.66 µM, hits read low. 0.15% of 340,000 active. AID 540267, 2011; in the data active means activity change below about -80%; inconclusive means between about -30% and that limit;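 further: parasites exposed to compound for two days anaerobically before the ATP read; on the % scale 0 is the no-effect control and ±100 the full control effect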
#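 Compounds were tested on trophozoites seeded at 100 cells/well and held 48 hrs at 37 deg C anaerobically. An ATP-based luminescent kit measured the remaining live cells.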
# FBPA coupling cs: qHTS Assay for Inhibitors of Fructose-1,6-bisphosphate Aldolase from Giardia Lamblia: Coupling assay counterscreen; AID 2472, 2010; 0.67% of 290,000 active; activity change, negative = inhibition, % at 58.2 µM, hits read low; coupling enzyme system counterscreen, AmpLite Red fluorescence; in the data active means activity change below about -30%; further: on the % scale 0 is the no-effect control and ±100 the full control effect
#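 Counterscreen of the coupled detection system alone, without aldolase: glyceraldehyde-3-phosphate coupling enzymes plus AmpLite Red readout. Compounds at 57.5 uM final, 10 min RT preincubation, 20 min RT reaction, fluorescence 525/598 nm.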
# FLuc counter: qHTS profiling assay for firefly luciferase inhibitor/activator using purifed enzyme and Km concentrations of substrates (counterscreen for miR-21 project); 6.9% of 360,000 active; Potency, µM (highest dose often 57.5 µM), for the others: at the top dose activity change, negative = inhibition, hits mostly inhibitors; Luciferin 4-monooxygenase (Photinus pyralis), P08659; purified FLuc, Km substrates, luminescence inhibition;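 further: potency means the concentration at half of the fitted maximal effect; plate controls were vehicle for no effect and reference inhibitor for full effect; nearly all actives have a fitted effect of over 55% in size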
# Target sequence (P08659 whole entry, looked up): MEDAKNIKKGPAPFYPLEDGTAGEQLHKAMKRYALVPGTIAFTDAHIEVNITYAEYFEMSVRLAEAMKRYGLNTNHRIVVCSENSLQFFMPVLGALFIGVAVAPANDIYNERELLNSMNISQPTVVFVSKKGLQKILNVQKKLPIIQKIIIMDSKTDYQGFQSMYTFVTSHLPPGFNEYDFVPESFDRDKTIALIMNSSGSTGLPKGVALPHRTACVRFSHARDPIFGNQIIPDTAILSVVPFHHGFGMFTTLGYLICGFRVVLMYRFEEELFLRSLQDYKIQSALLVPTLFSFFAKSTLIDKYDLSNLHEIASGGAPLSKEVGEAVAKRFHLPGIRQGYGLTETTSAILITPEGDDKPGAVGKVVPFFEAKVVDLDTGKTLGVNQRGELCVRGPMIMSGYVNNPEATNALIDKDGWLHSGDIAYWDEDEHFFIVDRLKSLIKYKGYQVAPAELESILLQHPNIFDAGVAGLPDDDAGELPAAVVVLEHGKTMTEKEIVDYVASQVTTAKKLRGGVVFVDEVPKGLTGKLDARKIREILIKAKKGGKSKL
#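 Biochemical qHTS of compounds, final roughly 60 µM downward over six points, against 10 nM purified firefly luciferase using Km concentrations of substrates (10 uM D-luciferin, 10 uM ATP) in Tris acetate pH 7.5 buffer; luminescence output.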
# ELG1 genotox: qHTS screen for small molecules that induce genotoxicity in human embryonic kidney (HEK293T) cells expressing luciferase-tagged ELG1. HEK293T ELG1-luciferase reporter, luminescence, 16 h. Potency, µM (highest dose often 46 µM), for inactives: at the top dose activity change, positive = activation, usual class: activators. 1.3% of 330,000 active. AID 504466, 2011; further: potency means the concentration at half of the fitted maximal effect; % of control where 0% means no effect; nearly all actives have a fitted effect of over 60% in size
#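 After overnight (16 hr) compound treatment at 37 °C, ELG1-luciferase HEK293T cells were lysed with ONE-Glo; luminescence quantified 30 min later at room temperature.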
# RORg inh: qHTS for inhibitors of ROR gamma transcriptional activity; Nuclear receptor ROR-gamma (Mus musculus), P51450; Drosophila S2 Gal4-RORgamma UAS-luciferase reporter, 20 h; Potency, µM (top dose mostly 53.6 µM), without a hit: at the highest dose activity change, negative = inhibition, most hits filed as inhibitors; 5.4% of 310,000 active; further: potency means the concentration at half of the fitted maximal effect; on the % scale 0 is the no-effect control and ±100 the full control effect; nearly all actives have a fitted effect of over 60% in size
#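 Read-out: Photinus luciferase luminescence; inhibitors lower reporter signal. Insect Schneider cells with Gal4-ROR gamma fusion under metallothionein promoter, UAS reporter; 700 uM final copper sulfate induction, 20 hr, ambient temperature.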
# NPC1 promoter act: qHTS Assay for NPC1 Promoter Activators; Huh7 NPC1 promoter luciferase reporter, 24 h; Potency, µM (titrated, usually from 9.22 µM), for the others: at the highest dose activation, hits mostly activators; 2.4% of 320,000 active;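 further: potency means the concentration at half of the fitted maximal effect; % of control where 0% means no effect; nearly all actives have a fitted effect of over 60% in size; reporter is driven by a mutant NPC1 promoter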
#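 Readout is luciferase luminescence, reflecting NPC1 promoter activation in stably transfected Huh7 cells after 24 h compound exposure at 37 °C in reduced-serum medium with 10% FBS.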
# Rab9 prom act: qHTS Assay for Rab9 Promoter Activators; Potency, µM (highest dose often 9.22 µM), for the others: at the top dose activation, negative = inhibition, hits mostly activators; 2.8% of 320,000 active; Huh7 Rab9 promoter-luciferase reporter, luminescence, 24 h; further: potency means the concentration at half of the fitted maximal effect; % of control where 0% means no effect; nearly all actives have a fitted effect of over 60% in size
#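 Using Huh7 cells stably transfected with Rab9 promoter–luciferase, compounds were incubated 24 h at 37 °C, 5% CO2; luciferase luminescence was read 10 min after reagent addition.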
# KCNH2 3.1 block: qHTS for Inhibitors of KCHN2 3.1: Mutant qHTS | Potassium voltage-gated channel subfamily H member 2, brain isoform KCNH2 3.1 (human) | U2OS KCNH2 3.1, thallium flux FluxOr; hits give low values | activity change, % (tested at about 1.8 µM) | 0.95% of 340,000 active;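 active means maximum activity change below -70%; inconclusive means maximum activity change from -70% to -50%; inactive means maximum activity change above -50%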;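 further: thallium influx rate constant from kinetic fluorescence after stimulation buffer; on the % scale 0 is the no-effect control and ±100 the full control effect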
#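 Normalized rate constant (relative to positive and negative DMSO controls) derived from a 2 min kinetic fluorescence read after stimulation; U2OS cells expressing the 3.1 isoform via virus at 1.77 x 10^8 /mL.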
# uPA surface inh: qHTS for Inhibitors of Cell Surface uPA Generation; cell surface uPA generation assay, qHTS; Potency, µM (titrated, usually from 38.3 µM), inactives show at the top dose activity change, negative = inhibition, actives largely listed as inhibitors; 0.31% of 330,000 active; AID 540303, 2011; active means well fitted inhibition curve with a large enough effect; inconclusive means small, poorly fitted or top-dose-only effect; inactive means no such curve, though single readings can be large or run the other way; tested in mouse RAW 264.7 cells; further: potency means the concentration at half of the fitted maximal effect; on the % scale 0 is the no-effect control and ±100 the full control effect; nearly all actives have a fitted effect of over 55% in size
# Tb PFK inh: qHTS Assay to Find Inhibitors of T. brucei phosphofructokinase; ATP-dependent 6-phosphofructokinase (Trypanosoma brucei brucei), O15648; T. brucei PFK, ADP-Glo luminescence; Potency, µM (highest dose often 57.5 µM), without a hit: at the top dose activity, negative = inhibition, most hits filed as inhibitors; 0.17% of 330,000 active;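 further: potency means the concentration at half of the fitted maximal effect; 0% = uninhibited 1x PFK enzyme wells and -100% = no-enzyme wells; nearly all actives have a fitted effect of over 60% in size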
# Target sequence (O15648 whole entry, looked up): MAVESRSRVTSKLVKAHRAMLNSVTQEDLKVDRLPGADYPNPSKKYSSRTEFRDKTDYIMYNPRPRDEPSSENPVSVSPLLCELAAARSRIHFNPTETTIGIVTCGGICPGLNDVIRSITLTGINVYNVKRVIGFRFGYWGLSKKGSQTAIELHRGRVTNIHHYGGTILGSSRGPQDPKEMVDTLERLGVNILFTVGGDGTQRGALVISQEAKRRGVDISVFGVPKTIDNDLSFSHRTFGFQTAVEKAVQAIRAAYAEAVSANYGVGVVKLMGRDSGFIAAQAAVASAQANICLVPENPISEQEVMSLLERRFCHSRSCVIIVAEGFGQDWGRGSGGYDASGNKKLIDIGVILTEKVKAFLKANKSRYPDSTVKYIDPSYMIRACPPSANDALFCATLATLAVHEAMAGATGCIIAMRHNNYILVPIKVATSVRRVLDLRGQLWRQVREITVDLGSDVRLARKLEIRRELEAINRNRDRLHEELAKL
#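 Activity is normalized to no-enzyme wells (full inhibition) and 1.25 nM enzyme wells (no inhibition). Reaction: 0.5 mM F6P, 0.1 mM ATP, 45 min RT, ADP-Glo luminescence; concentration-response curves fitted and classed by quality.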
# * marks the source's active call; other numbers are inactive results; ? = inconclusive; · = no result given; & = joins results of further samples; [ ] = dose if it differs, or a comment. Unless noted, the call rests on the fitted dose curve; in most records, active means well fitted curve in the direction sought with a large enough effect; inconclusive means small, poorly fitted or top-dose-only effect, or another doubt; inactive means no such curve, though single readings can be large; an effect the other way counts as inactive or inconclusive. Compounds were not picked by outcome. About 14% of those tested had a hit in this group.
1) O=C(Cn1nnc2ccccc21)c1ccc(Br)cc1
2) Cc1cc(NC(=O)COc2ccc3ccccc3c2Br)no1
3) CCOC(=O)C1CCN(C(=O)C2CCC(=O)N(CC3CCCCC3)C2)CC1 (centres undefined)
4) CC(=O)c1c(C)[nH]c(C(=O)NC2=NCCS2)c1C
5) CCOc1ccc(OCc2ccc(C(=O)NC(C)C)o2)cc1
6) O=C(CSc1nc2ccccc2o1)NC1CCCC1
7) CC1CC(C)CN(C(=O)Cn2cc(C=O)c3ccccc32)C1 (centres undefined)
8) COc1ccc2ccccc2c1/C=N/NC(=O)c1ccc([N+](=O)[O-])cc1

assay / compound	1	2	3	4	5	6	7	8
Gal4-VP16 FLuc	5%	·	-9%	27%	6%	-18%	-1%[10 µM]	-6%
Giardia killer	13	-17	-10	-17	17	-19	-11	7
FBPA coupling cs	5	·	0	2	1	2	1	-1
FLuc counter	24µM*	·	0%	-12%	-18%	-1%	0%	?
ELG1 genotox	10%	?	-1%	?	4%	15%	-5%	7%
RORg inh	15%	·	7%	-38%	?	-12%	13%	-41%
NPC1 promoter act	30%	·	0%	15%	?	-1%	-1%	-6%
Rab9 prom act	?	·	0%	18%	26%	-4%	-5%	-10%
KCNH2 3.1 block	0	-2	-23	1	-23	1	3	-1
uPA surface inh	2%	-20%	-1%	-4%	-20%	-1%	4%	1%
Tb PFK inh	0%	0%	0%	1%	-2%	-5%	1%	2%

9) Oc1ccc(Br)cc1/C=N/Nc1ncc(-c2ccccc2)cn1
10) CC(C)c1ccc(S(=O)(=O)N2CCN(C(=O)CCNS(=O)(=O)c3ccccc3F)CC2)cc1
11) CCCOc1ccc(N2C(=O)CC(N3CCN(CCN=CC4C(=O)CC(C)(C)CC4=O)CC3)C2=O)cc1 (centres undefined)
12) O=C(COC(=O)/C=C/c1ccccc1[N+](=O)[O-])NC(=O)NC1CCCC1
13) C[C@]12c3[nH]c4cc(-c5ccco5)ccc4c3CCN1C(=O)[C@@H](CC(=O)NCc1cccc(C(F)(F)F)c1)C[C@@H]2C(=O)N1CCOCC1
14) O=C(Cc1ccccc1)N/N=C/c1ccc([N+](=O)[O-])s1
15) CCc1cc(=O)oc2cc(C)cc(OC(C)C(=O)NCc3ccncc3)c12 (centres undefined)
16) Cc1ccc(S(=O)(=O)N2CCOCC2)cc1NC(=O)COC(=O)CNC(=O)c1ccc(Oc2ccccc2)cc1

assay / compound	9	10	11	12	13	14	15	16
Gal4-VP16 FLuc	-14%	·	8%	·	·	?	-4%	-6%
Giardia killer	-12	8	-25	12	4	-91*	3	29
FBPA coupling cs	0	·	2	·	·	-3	·	1
FLuc counter	-4%	-1%	-5%	0%	·	?	-1%	1.9µM*
ELG1 genotox	1%	-3%	7%	-7%	-6%	-3%	1%	1%
RORg inh	11µM*	·	16%	·	·	?	-7%	?
NPC1 promoter act	-16%	-8%	-7%	1%	·	0%	-5%	0%
Rab9 prom act	-1%	0%	-2%	-4%	·	6%	5%	-4%
KCNH2 3.1 block	-10	4	25	1	4	4	2	6
uPA surface inh	3%	0%	-3%	0%	?	-10%	3%	1%
Tb PFK inh	0%	-8%	-7%	-13%	0%	7%	-1%	0%

17) O=C(N/N=C/c1ccsc1)c1cc(-c2cccs2)nc2ccccc12
18) CSc1nc(Cl)cc(=O)[nH]1
19) Cc1cc(C(=O)CSc2nnc(-c3ccco3)o2)c(C)n1CC1COc2ccccc2O1 (centres undefined)
20) CC1CCCCC1N1CN=C(Nc2nc3ccccc3s2)NC1 (centres undefined)
21) O/N=C/c1ccc2ccccc2n1
22) NC(=O)CN(c1ccc(Cl)cc1)S(=O)(=O)c1ccccc1
23) O=C(CN1CCN(c2ccccc2F)CC1)Nc1ccc2c(c1)CCC2
24) CCOC(=O)C(Cc1cc(C(C)=O)ccc1OCC)C(=O)OCC

assay / compound	17	18	19	20	21	22	23	24
Gal4-VP16 FLuc	4.5µM*	2%	1%	8%	-5%	9%	22µM*	5%
Giardia killer	-11	32[activator]	-10	6	-9	-8	7	3
FBPA coupling cs	0	-3	-9	5	1	2	1	-1
FLuc counter	9.5µM*	1%	-4%	1%	?	2%	0%	1%
ELG1 genotox	-4%	1%	-11%	2%	?	-2%	0%	6%
RORg inh	4µM*	-11%	39%	0%	-30%	-2%	-35%	-4%
NPC1 promoter act	-12%	0%	0%	8%	?	0%	-1%	0%
Rab9 prom act	-5%	-1%	-2%	6%	2.8µM*	-12%	-2%	-9%
KCNH2 3.1 block	-2	-2	7	-8	5	6	9	-14
uPA surface inh	?	?	6%	·	2%	4%	-2%	2%
Tb PFK inh	3%	-1%	-3%	-1%	1%	-3%	4%	0%

25) c1coc(-c2nnc(-c3ccc4c(c3)OCO4)o2)c1
26) COc1cc(NC(=S)NC(=O)c2ccc(F)cc2)ccc1NC(=O)c1ccco1
27) Cc1nc2cc(C(F)(F)F)ccc2n1C1CCN(CC(=O)N2CCOCC2)CC1
28) O=C(CSc1nc2nc[nH]c2c(=O)[nH]1)NC1CCCCC1
29) Cc1ccc(NC(=O)COc2coc(CN3c4ccccc4CC3C)cc2=O)c(C)c1 (centres undefined)
30) O=C(NCc1ccccc1)C1C(=O)N(Cc2ccccc2)C(=O)C1C1(O)CCCC1 (centres undefined)
31) COc1ccccc1N1CCN(Cc2cc3c(cc2Br)OCCO3)CC1
32) Cc1cc(C)n2nc(C(=O)OC(C)C(=O)c3ccccc3)nc2n1 (centres undefined)

assay / compound	25	26	27	28	29	30	31	32
Gal4-VP16 FLuc	?	-23%	-1%	-6%	·	-1%	-8%	·
Giardia killer	·	22	-10	4	0	-11	12	-9
FBPA coupling cs	0	1	3	0	·	2	-1	·
FLuc counter	6.7µM*	0%	0%	4%	0%	-1%	-2%	2%
ELG1 genotox	8.2µM*	2%	2%	-2%	-8%	1%	-12%	-4%
RORg inh	?	-36%	-17%[10 µM]	?	·	7%	2%	·
NPC1 promoter act	2µM*	0%	-1%	0%	-1%	1%	-4%	7%
Rab9 prom act	?	2%	-4%	-4%	-8%	8%	-10%	8%
KCNH2 3.1 block	·	-24	27	5	1	-4	-4	2
uPA surface inh	·	5%	0%	7%	24%	3%	11%	5%
Tb PFK inh	3%	0%	0%	-2%	6%	-3%	-4%	1%

# As a short view, part of the list above.
25) c1coc(-c2nnc(-c3ccc4c(c3)OCO4)o2)c1
26) COc1cc(NC(=S)NC(=O)c2ccc(F)cc2)ccc1NC(=O)c1ccco1

assay / compound	25	26
Gal4-VP16 FLuc	?	-23%
Giardia killer	·	22
FBPA coupling cs	0	1
FLuc counter	6.7µM*	0%
ELG1 genotox	8.2µM*	2%
RORg inh	?	-36%
NPC1 promoter act	2µM*	0%
Rab9 prom act	?	2%
KCNH2 3.1 block	·	-24
uPA surface inh	·	5%
Tb PFK inh	3%	0%

# Going on with the list:
33) O=C(/C=C/c1ccco1)NC(=S)Nc1ccccc1Br
34) COc1cc(C(=O)O)cc(NC(=O)c2cccs2)c1OC
35) COc1ccc(OC)c(NC(=O)C(CCSC)NS(=O)(=O)c2cccs2)c1 (centres undefined)
36) COC(=O)c1ccc(CSc2nnc(NC(=O)C3CC(=O)N(Cc4ccc(C)cc4)C3)s2)cc1 (centres undefined)
37) Oc1ccc(Br)cc1/C=N/N1CCCCC1
38) CN1CCN(C(=O)C2=C[C@H](c3ccc4c(c3)OCO4)C[C@H](OCc3ccc(CO)cc3)O2)CC1
39) CC(C)(O)[C@@H]1Cc2c(ccc3ccc(=O)oc23)O1

assay / compound	33	34	35	36	37	38	39
Gal4-VP16 FLuc	?	0%	-6%	-5%	7%	-2%	9%
Giardia killer	13	-20	-5	9	-11	-5	20
FBPA coupling cs	0	-15	2	11	3	0	-1
FLuc counter	-10%	?	0%&1%	0%	9.5µM*	-1%	-1%
ELG1 genotox	4%	2%	-1%	-3%	?	10%	0%
RORg inh	11µM*	2%	-1%	8%	26%	-7%	-17%
NPC1 promoter act	-4%	2%	-1%	-1%	?	-2%	-2%
Rab9 prom act	-1%	-11%	0%	-3%	4.5µM*	3%	0%
KCNH2 3.1 block	3	-2	-3	-2	-9	-6	20
uPA surface inh	?	2%	-1%	-1%	2%	9%	-6%
Tb PFK inh	1%	10%	-11%	-5%	-1%	1%	-3%
